TRHR enhancer – allosteric enhancers of human TRH receptor. P34981. enhancement, % at 2 µM. 360,000 tested, 0.66% active. TRHR cells, fluo-8 calcium fluorescence, EC20 TRH enhancement. AID 493056; in the data active = enhancement above about 30%; note: 0% is about no effect
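TRHR-expressing cells loaded with fluo-8 calcium dye were read kinetically (ex 480/em 530) during compound addition, then stimulated with an EC20 of TRH (10 nM final). Enhancement of the Gq-mediated intracellular calcium response was scored.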
TrxR1 substrate – is turned over as a substrate by rat TrxR1. O89049. purified TrxR1 substrate turnover, NADPH consumption readout. Potency, µM (titrated, usually from 114 µM), inactives show at the top dose activity change, negative = substrate turnover. 390,000 tested, 0.01% active. AID 588456; note: potency is the fitted concentration of half-maximal effect; % is set by controls: 0 for no effect and ±100 for the full control effect; nearly all actives have a fitted effect of over 50% in size
Target sequence (O89049 whole entry, looked up): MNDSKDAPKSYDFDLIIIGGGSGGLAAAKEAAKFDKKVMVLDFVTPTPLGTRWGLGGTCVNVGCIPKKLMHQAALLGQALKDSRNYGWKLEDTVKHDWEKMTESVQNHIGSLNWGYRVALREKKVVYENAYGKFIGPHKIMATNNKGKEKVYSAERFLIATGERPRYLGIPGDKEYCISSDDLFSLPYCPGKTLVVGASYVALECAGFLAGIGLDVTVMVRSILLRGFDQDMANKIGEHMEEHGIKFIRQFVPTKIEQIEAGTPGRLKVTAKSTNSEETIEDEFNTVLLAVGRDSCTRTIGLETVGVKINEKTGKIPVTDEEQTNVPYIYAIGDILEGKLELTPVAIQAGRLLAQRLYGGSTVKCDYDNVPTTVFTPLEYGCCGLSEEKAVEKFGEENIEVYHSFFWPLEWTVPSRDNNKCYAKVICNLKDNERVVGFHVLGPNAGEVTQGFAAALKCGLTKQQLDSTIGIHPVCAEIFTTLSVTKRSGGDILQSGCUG
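Rat TrxR1, dispensed at 90 nM, was prereduced with 400 uM NADPH (final) for 5 min at ~22 deg C, then incubated with compound 15 min before 400 uM selenite. A first-read NADPH fluorescence drop versus no-compound background flagged substrates.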
PI4K2A inh – PI4K2A (human) kinase inhibition; 420,000 tested, 0.13% active; purified PI4K2A, ADP-Glo luminescence, 1 h; hits give low values; Q9BTU6; activity change, negative = inhibition, % at 76.9 µM; in the data active = activity change below about -50%; inconclusive = mostly about -30% to -49%;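 note: -100% = wells without enzyme as full effect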
Target sequence (Q9BTU6 whole entry, looked up): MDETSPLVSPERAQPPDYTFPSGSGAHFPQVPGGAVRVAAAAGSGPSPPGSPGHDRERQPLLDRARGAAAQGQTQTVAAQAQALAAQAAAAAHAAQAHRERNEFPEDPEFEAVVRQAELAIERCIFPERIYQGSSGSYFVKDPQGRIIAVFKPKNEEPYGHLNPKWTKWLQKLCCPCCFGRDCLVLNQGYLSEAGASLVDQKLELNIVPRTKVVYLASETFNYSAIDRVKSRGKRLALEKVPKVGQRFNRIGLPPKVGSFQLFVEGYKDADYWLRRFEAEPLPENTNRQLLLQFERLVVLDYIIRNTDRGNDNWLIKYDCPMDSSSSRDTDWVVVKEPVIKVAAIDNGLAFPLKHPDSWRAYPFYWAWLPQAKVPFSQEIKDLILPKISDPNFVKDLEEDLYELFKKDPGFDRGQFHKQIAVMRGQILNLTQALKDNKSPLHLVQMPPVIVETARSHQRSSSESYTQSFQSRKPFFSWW
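ADP-Glo luminescence measured ADP generated by PI4K2A enzyme (4 ug/mL before mixing) with 1.2 mM PI substrate (pre-mix) and 300 microM ATP (pre-mix). Tris pH7.5 buffer with MgCl2, Triton X-100; 1 h reaction at ambient temperature.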
USP1-UAF1 inh – USP1/UAF1 (human) deubiquitinase inhibition; recombinant USP1/UAF1, Ub-Rhodamine cleavage fluorescence; O94782; AID 743255; Potency, µM (highest dose often 57.1 µM), without a hit: top-dose activity change, negative = inhibition, most hits filed as inhibitors; 390,000 tested, 0.23% active; note: potency is the fitted concentration of half-maximal effect; % is set by controls: 0 for no effect and ±100 for the full control effect; nearly all actives have a fitted effect of over 60% in size; inactives centre near -12
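USP1/UAF1 complex (1 nM) preincubated 15 min at room temperature with compound, then Ub-Rho substrate (150 nM final) added. Kinetic fluorescence at 480/540 nm over 6 reads at 60 s intervals; 50 mM HEPES pH 7.8, 0.5 mM EDTA, 0.1 mg/ml BSA, 1 mM TCEP, 0.01% Tween-20.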
TrxR1 inh – blocks rat thioredoxin reductase 1; Potency, µM (top dose mostly 114 µM), for the others: at the top dose activity change, negative = inhibition, usual class: inhibitors; recombinant rTrxR1, NADPH fluorescence consumption, selenite substrate; 390,000 tested, 1% active; AID 588453; note: potency is the fitted concentration of half-maximal effect; % is set by controls: 0 for no effect and ±100 for the full control effect; nearly all actives have a fitted effect of over 65% in size
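Rat TrxR1 (90 nM in the dispensed reagent) was pre-reduced with 400 uM NADPH for 5 min at room temperature, then incubated with compound for 15 min. After 400 uM selenite was added, NADPH fluorescence (Ex 340/Em 450 nm) was followed for 8 min.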
TRHR agonist – activates the human TRH receptor. activation, % at 2 µM. TRHR cells, calcium flux fluo-8, FDSS agonist mode. 360,000 tested, 0.18% active. P34981; in the data active = activation above about 30%; note: 0% is about no effect
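Agonist-mode FDSS calcium read (Ex 480/Em 530, 1 s cycles) in 1536-well TRHR cells with fluo-8 dye, after 10-cycle baseline and 23 nL compound addition; TRH at EC20 (10 nM final) added afterwards for the enhancer phase.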
mIDH1 inhibitor – human IDH1 R132H inhibition; Potency, µM (series often up to 76.6 µM), for the others: at the highest dose activity change, negative = inhibition, actives largely listed as inhibitors; O75874; IDH1-R132H enzyme, NADPH consumption, diaphorase/resazurin fluorescence; 390,000 tested, 0.093% active; note: potency is the fitted concentration of half-maximal effect; % is set by controls: 0 for no effect and ±100 for the full control effect; nearly all actives have a fitted effect of over 65% in size
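IDH1-R132H (0.5 ug/mL) preincubated 30 min with compound, then NADPH (0.016 mM) and alpha-KG (2 mM) added; 80 min at RT, pH 7.5. Remaining NADPH coupled via diaphorase/resazurin to fluorescence (540/590 nm); concentration-response curves normalized to no-enzyme control.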
D2 agonist – D2 dopamine receptor (human) agonism | P14416 | HEK293 T-REx D2 cells, calcium flux agonist mode | activation, % at 2 µM | 340,000 tested, 0.53% active | AID 485358;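 active = activation over 3 SD above normal in the single-dose calcium agonist read, cut at about 30% in these data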; note: 0% is about no effect
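HEK293 Trex D2 cells, tetracycline-induced, o/n 30 C 5% CO2; no-wash Ca dye, RT 30–90 min; 10-cycle baseline, 23 nl cpd added, kinetic Ca read 180 s; agonist hits = positive Ca response.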
D2 antagonist – D2 dopamine receptor (human) antagonism; AID 485344; 340,000 tested, 2% active; P14416; HEK293 TREx D2 cells, calcium flux, dopamine EC80; inhibition, % at 10 µM; in the data active = inhibition above about 30%; note: 0% is about no effect
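Tetracycline-induced HEK293 T-REx cells expressing D2 force-coupled to calcium signalling were dye-loaded, exposed to compound for 180 s, then challenged with an EC80 of dopamine; calcium flux was followed kinetically for a further 180 s.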
* hit, by the source's call; ? = inconclusive; . = not tested or not shown; & = joins results of further samples; [ ] = dose if it differs, or a comment. Unless noted, calls come from the whole dose curve; as a rule, active = well fitted inhibition curve with a large enough effect; inconclusive = small, poorly fitted or top-dose-only effect; inactive = no such curve, though single readings can be large or run the other way.

SMILES	TRHR enhancer	TrxR1 substrate	PI4K2A inh	USP1-UAF1 inh	TrxR1 inh	TRHR agonist	mIDH1 inhibitor	D2 agonist	D2 antagonist
COc1ccc(C)cc1NC(=O)C(Sc1ccccc1)c1ccccc1 (stereo unspecified)	0	.	.	.	.	0.3	.	0.3	0
O=C1C(=O)c2c(C(=O)c3ccccc3)coc2-c2ccccc21	3	-16%	-12	-9%	-8%	0.1	20%	-0.1	14
COC(=O)CC1Nc2ccccc2SC1=O (stereo unspecified)	2	4%	5	-3%	0%	0.1	3%	0.6	16
Cc1cccc(NC(=O)CN(C)S(=O)(=O)c2cnc[nH]2)c1	-4	12%[57.1 µM]	0	-6%	13%[57.1 µM]	0.1	3%	-0.2	-23
FC(F)(F)c1cccc(-n2cccc2/C=N/n2cnnc2)c1	-4	-3%	-5	-20%	0%	0.5	0%	1.3	13
O=C(CNC(=O)c1ccc(N2CCCC2=O)cc1)Nc1ccc(F)c(F)c1F	.	2%	-6	?	10%	.	-4%	.	.
COc1ccc(Br)cc1CNC(=O)c1cc2ccccn2n1	-7	2%[57.1 µM]	-7	-9%	21%[57.1 µM]	-0.6	0%	-0.4	.
S=c1[nH]nc(NCCCN2CCOCC2)s1	0	1%	4	-6%	-16%	0.4	-10%	0.6	11
CCc1nc2ccccc2n2c(-c3ccc(C)cc3)c3c(=O)n(C)c(=O)n(C)c3c12	-4	6%	4	-24%	27%	-0.2	?	-1.6	.
OCC[C@@H]1C[C@@H](O)[C@H](O)[C@@]2(CCc3ccccc3CO2)O1	6	5%	1	-24%	12%	0.3	3%	1.1	-6
S=C(NN=C(C1CC1)C1CC1)Nc1ccccc1	0	-6%	0	-21%	-24%	0.0	11%	-0.1	-7
CC(C)n1ncc2c(C(=O)N3CCN(Cc4ccc(Br)s4)CC3)cc(C3CC3)nc21	6	-7%	3	-21%	-22%	-0.5	10%	64*	70*
O=C(Nc1cccc(Oc2c(F)c(F)c(F)c(F)c2F)c1)N1C[C@@H]2C[C@@H](C1)c1cccc(=O)n1C2	0&18	-7%	-19	-4%	-4%	0.0&-0.3	-3%	-0.1&0.3	-6&7
Nc1nonc1-n1nnc(C(=O)N/N=C/c2cc(Br)ccc2O)c1CNc1ccccc1	-7	-1%	3	-5%	15%	1.8	-4%	0.1	21
CCOc1ccc(NC(=O)N(C2CCCCC2)C(C)c2ccncc2)cc1 (stereo unspecified)	2	-6%	0	-12%	2%	0.7	3%	-0.8	11
Cc1cc(S(=O)(=O)c2cc3ccc(O)c(C)c3oc2=O)ccc1F	-1	408%[activator]	-1	-23%	-7%	44*	0%	11	6
COc1ccccc1NC(=O)C1=C(C)NC(SCC(=O)Nc2ccc(C(=O)O)cc2)=C(C#N)C1c1cccs1 (stereo unspecified)	11	4%	-1	-20%	-20%	-0.4	5%	0.5	17
Cc1cc(C(C)(C)C)cc(C)c1COC(=O)CN1C(=O)NC2(CCCC2)C1=O	9	-6%	5	-15%	19%	1.0	-8%	0.4	5
O=C(Nc1sc2c(c1C(=O)O)CCCCC2)c1ccccc1	-2	-9%	2	-23%	-13%	-1.1	27%	-0.8	8
Cc1sc(N)nc1-c1cccs1	3	-10%	5	-10%	-12%	-0.1	3%	-1.6	-9

Structural class: the compounds so far containing bromine.
SMILES	TRHR enhancer	TrxR1 substrate	PI4K2A inh	USP1-UAF1 inh	TrxR1 inh	TRHR agonist	mIDH1 inhibitor	D2 agonist	D2 antagonist
COc1ccc(Br)cc1CNC(=O)c1cc2ccccn2n1	-7	2%[57.1 µM]	-7	-9%	21%[57.1 µM]	-0.6	0%	-0.4	.
CC(C)n1ncc2c(C(=O)N3CCN(Cc4ccc(Br)s4)CC3)cc(C3CC3)nc21	6	-7%	3	-21%	-22%	-0.5	10%	64*	70*
Nc1nonc1-n1nnc(C(=O)N/N=C/c2cc(Br)ccc2O)c1CNc1ccccc1	-7	-1%	3	-5%	15%	1.8	-4%	0.1	21

(further entries)
SMILES	TRHR enhancer	TrxR1 substrate	PI4K2A inh	USP1-UAF1 inh	TrxR1 inh	TRHR agonist	mIDH1 inhibitor	D2 agonist	D2 antagonist
CC1=C(C(=O)Nc2ccccc2C)C(c2ccc(C)o2)n2c(s/c(=C/c3ccccc3)c2=O)=N1 (stereo unspecified)	-2	-14%	?	-24%	?	-0.2	3%	0.3	13
O=C(O)c1cc(Cl)c(Cl)cc1C(=O)Nc1cccnc1	12	.	.	.	.	-0.3	.	0.4	20
CCS(=O)(=O)Nc1cc(-c2nc3cccnc3s2)ccc1C	11	9%[57.1 µM]	-1	-16%	12%[57.1 µM]	-1.8	4%	.	.
CC(=O)N1N=C(c2cccc(Cl)c2)OC1c1cccc([N+](=O)[O-])c1 (stereo unspecified)	1	11%[57.1 µM]	2	-9%	-4%[57.1 µM]	0.0	2%	-1.2	7
Cc1ccc(C(=O)OC2CCN(c3ccc([N+](=O)[O-])cc3)CC2)cc1	1	-12%	-3	-9%	-13%	0.4	1%	0.2	-9
CNC(=O)/C(=C\c1ccco1)NC(=O)c1ccco1	9	-14%	1	-4%	5%[57.1 µM]	0.4	5%	-0.4	-2
COc1ccc(-c2nc(NC(=O)Cn3ccc(C(F)(F)F)n3)sc2C)cc1	-2	-2%	-1	-6%	13%	1.3	0%	0.4	-1
CN(CCc1ccccc1)C(=O)c1ccc(NC(=O)Cc2ccc(NC(=O)C3CCCN(C(=O)c4ccccc4)C3)cc2)cc1 (stereo unspecified)	.	-1%	-4	-13%	3%	.	-6%[38.3 µM]	.	.
Cc1cc(C)c(-c2csc(NC(=O)c3cc([N+](=O)[O-])ccc3N3CCOCC3)n2)c(C)c1	-1	6%[57.1 µM]	-1	-9%	23%[57.1 µM]	-0.4	22%	-0.5	2
Cc1ccc(C)c(NC(=O)c2cc(-c3cc(C)cc(C)c3O)n[nH]2)c1	-2	2%	1	-20%	19%	0.1	0%	-0.6	-13
Cc1ccc(-c2cnc(NCc3ccc(C(F)(F)F)cc3)n2C)cc1	5	8%[11.4 µM]	-1	-17%	2%	1.0	10%	-0.9	.
O=C(c1ccc2nc[nH]c2c1)N1CCN(c2cccc(Cl)c2)CC1	13	6%	-4	-26%	18%	1.1	18%	-0.6	6
N#Cc1c(Cl)cccc1N1CCC(C(N)=O)CC1	-7	13%	-3	-16%	-6%	-1.6	1%	-2.3	13
O=C(Nc1nc(-c2ccccc2)cs1)C1CCCCN1S(=O)(=O)c1ccccc1 (stereo unspecified)	-11	9%	-4	-17%	32%	0.3	-2%	-0.5	-10
COCCn1c(SCC(=O)N2CCCC2)nnc1-c1ccco1	3	5%	-5	-7%	-15%	0.1	13%	-0.3	28
CC(=O)N1c2ccc(S(=O)(=O)Nc3ccc(C)c(Cl)c3)cc2CC1C (stereo unspecified)	-11	-13%	-1	-17%	-4%	-0.5	-26%	-0.8	.
COc1ccc(N2C(=O)CC(N3CCN(c4ccc(S(C)(=O)=O)cc4)CC3)C2=O)cc1 (stereo unspecified)	-6	9%	4	1%	16µM*	0.8	-6%	0.3	-12
Cc1nn(CC(=O)N2c3ccccc3NC(=O)C2(C)C)c(C)c1[N+](=O)[O-]	-7	5%	-4	-7%	-16%	0.1	14%	0.4	16
COC(=O)c1cc(-c2ccc(OC)c(OC)c2)n[nH]1	-1	-1%	0	-12%	-3%	0.2	5%	0.6	-11
CC(=O)c1ccc(NC(=O)CSc2nccn2Cc2ccco2)cc1	1	2%[57.1 µM]	3	0%	25%[57.1 µM]	-0.3	-10%	1.0	.
Cc1cc(NC(=O)COc2ccc(C)c(C)c2)no1	-2	-3%[57.1 µM]	-1	-7%	-7%[57.1 µM]	-1.4	4%	-0.3	-9
CC(OC(=O)C1=Cc2ccccc2OC1)C(=O)NC(C)(C)C (stereo unspecified)	0	-9%	-1	-22%	-7%	0.1	8%	.	.
CCN(CC(=O)Nc1ccc(NC(C)=O)cc1)C(=O)c1cccc(Oc2ccccc2)c1	-4	5%	-4	-12%	12%	0.3	2%	-0.2	-9
Clc1ccccc1CNc1nc2ccccc2n2cnnc12	3	11%	0	-2%	13%	-0.3	3%	2.8	11
O=C(O)C1CCCCC1C(=O)NCc1ccncc1 (stereo unspecified)	1	-9%	6	-4%	13%[57.1 µM]	0.1	-2%	1.0	3
Cc1ccc(CC2(OCCN(C)C)CCC(C(C)(C)C)CC2)cc1 (stereo unspecified)	.	11%[57.1 µM]	7	-17%	2%[11.4 µM]	.	-2%	.	.
O=C(Nc1ccc(NC(=O)C23CC4CC(CC(C4)C2)C3)cc1)c1cc(F)c(F)cc1Cl	6	6%[57.1 µM]	-8	-2%	15%[57.1 µM]	0.9	-1%	1.5	-9
Cc1cc(-c2ccccc2)c2c3c(cn2n1)c(=O)n(C)c(=O)n3C	-1	10%	-9	-13%	25%	-1.2	13%	2.0	18
CC(C)Oc1ccc(C(CC(=O)O)NC(=O)c2cccs2)cc1 (stereo unspecified)	-2	3%[57.1 µM]	3	-2%	12%	0.4	-5%	1.4	-4
Cc1cc(NC(=O)c2ccc(F)cc2F)n(-c2nc3ccccc3[nH]2)n1	1	8%[2.29 µM]	-4	-17%	5%[2.29 µM]	-0.2	-5%	0.1	-5
O=C1c2ccccc2-c2cccnc21	1	3%	0	-6%	-3%	1.1	29%	0.5	-1
COc1ccc(-c2nc(S(=O)(=O)c3ccc(Cl)cc3)c(NCc3ccccc3)o2)cc1	5	37%[activator]	-1	-21%	60%[activator]	-1.1	.	-1.8	.
O=C(Cc1ccccc1)NCC(=O)OCc1ccc([N+](=O)[O-])cc1	0	-9%	1	-3%	2%[57.1 µM]	-0.5	1%	-0.4	7
COc1cccc2cc(-c3ccnc(N)n3)oc12	-7	7%[57.1 µM]	-2	-9%	12%[57.1 µM]	-2.3	18%	-0.1	-5

Random draw from the library; overall some 3.9% were active at least once.
